Bioassay records as filed in PubChem BioAssay.
IDE cell activ = boosts human insulin-degrading enzyme activity in HEK cells; FAbeta-B cleavage, fluorescence polarization; 0% vehicle, 100% cell-free pure enzyme wells; 0.073% of 340,000 active; AID 493087; activation, % at 5.96 µM; P14735;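 active means activation above the mean of all tested compounds plus 3 SD, set per screening campaign, cut at about 17% in these data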
SUMO HTRF inh = blocks human SUMOylation mediated by UBC9 | HTRF SUMOylation assay, SAE1/SAE2 + UBC9, in vitro | 0.36% of 290,000 active | inhibition, % at 35 µM | P63279; in the data active means inhibition above about 50%, passing the limit was not always enough; further: strong numbers were not always called active
p-CIP stab down = lowers stability of the mouse p/CIP coactivator protein. AID 1984. decrease of EGFP signal, % at 10 µM. F442A p/CIP-EGFP cells, EGFP fluorescence, 16 h. 0.01% of 290,000 active;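 active means EGFP signal decrease of at least 30% at 10 µM or well 3 SD below plate mean, unless failing retest; inactive means the rest, including hits failing retest or dose response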; further: some compounds called inactive have numbers as strong as hits; many of its hits are not listed in these tables
VIM-2 inh = blocks Pseudomonas aeruginosa VIM-2 metallo-beta-lactamase. 0.89% of 290,000 active. inhibition, % at 5.6 µM. AID 1527. purified VIM-2, nitrocefin hydrolysis, epi-absorbance fluorescence;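 active means inhibition above the mean of all tested compounds plus 3 SD, cutoff set per screening run, cut at about 7.5% in these data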;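 further: red hydrolysis product quenches plate fluorescence so inhibitors raise well fluorescence; 0% = enzyme with DMSO and 100% = DMSO without enzyme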
NS3 helicase inh = HCV NS3 helicase inhibition; inhibition, % at 10.9 µM; NS3 helicase DNA unwinding, Cy5 molecular beacon fluorescence; 0.56% of 290,000 active;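 active means inhibition above the mean of all tested compounds plus 3 SD, set per campaign, cut at about 35% in these data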;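 further: 0% = DMSO wells and 100% = thioflavine S control wells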
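Assay system: hepatitis C virus NS3 helicase domain fragment enzyme. Also added: annealed dual-labelled DNA beacon duplex, ATP-started. Timing: 1 h reaction at 25 °C, ATP-initiated. Technique: Cy5 fluorescence at 0 and 60 min, beacon hairpin quenching. Evaluation: % inhibition of unwinding. Replication: one well per compound.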
DNA FID counter = displaces DNA intercalator in HCV helicase counter-screen; DNA fluorescent intercalator displacement, fluorescence; inhibition, % at 7.9 µM; 0.17% of 290,000 active; AID 1845; in the data active means inhibition above about 37%;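 further: 0% = vehicle and 100% = reference compound; higher means more ethidium bromide displaced from hairpin DNA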
IMP-1 inhibitor = blocks Pseudomonas aeruginosa IMP-1 metallo-beta-lactamase; purified IMP-1, nitrocefin hydrolysis, epi-absorbance fluorescence; inhibition, % at 5.6 µM; 0.45% of 290,000 active;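 active means inhibition above the mean plus 3 SD of all compounds in the same screening run, cut at about 4.5% in these data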;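 further: 0% = IMP-1 with DMSO and 100% = DMSO wells lacking enzyme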
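System: purified IMP-1 / Input: IMP-1 dispensed at 0.2 nM / Medium: 50 mM HEPES pH 7.1, 50 µM ZnSO4, 0.05% Brij 35 / Timing: 15 min enzyme–compound preincubation, then 25 min nitrocefin reaction, 25 °C / Technique: plate fluorescence quenching by hydrolysis product, ex 480/em 530 nm / Repeats: singlicate testing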
PHOSPHO1 block = blocks human PHOSPHO1 phosphatase activity; Q8TCT1; recombinant PHOSPHO1, absorbance phosphatase assay; inhibition, % at 13.3 µM; 1.1% of 290,000 active; AID 1565; in the data active means inhibition above about 60%
MEKK3 PB1 HTS = modulators (inhibitors or enhancers) of MEK5 binding to human MEKK3 PB1 domain | bead-based flow cytometry, Alexa488-MEK5 binding to MEKK3; actives lie on both sides; 0 = blocked by unlabeled MEK5, 100 = vehicle | 1.4% of 290,000 active | binding response (% of control), % at 10 µM;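 active means binding response more than 3 SD above or below the average of its plate-row segment, actives on both sides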;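 further: Alexa488 bead fluorescence after subtracting the streptavidin-only scavenger bead signal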
An asterisk follows results filed as active; / = no result given.

The opening two compounds, ahead of the listing:
Compound,DNA FID counter,SUMO HTRF inh,p-CIP stab down,VIM-2 inh,NS3 helicase inh,MEKK3 PB1 HTS,IMP-1 inhibitor,PHOSPHO1 block,IDE cell activ
O=C(Nc1cccc(Cl)c1)Nn1cnnc1,-1,51*,-6,-0.8,3,66,-0.1,-32,-4
COc1ccc(CCN=C(NS(=O)(=O)c2ccc(Cl)cc2)c2ccccc2)cc1,-28,-5,4,-3.7,-5,106,-2.5,48,/

The list itself, from the start:
Compound,DNA FID counter,SUMO HTRF inh,p-CIP stab down,VIM-2 inh,NS3 helicase inh,MEKK3 PB1 HTS,IMP-1 inhibitor,PHOSPHO1 block,IDE cell activ
O=C(Nc1cccc(Cl)c1)Nn1cnnc1,-1,51*,-6,-0.8,3,66,-0.1,-32,-4
COc1ccc(CCN=C(NS(=O)(=O)c2ccc(Cl)cc2)c2ccccc2)cc1,-28,-5,4,-3.7,-5,106,-2.5,48,/
O=C(CC(=O)N/N=C/c1ccc(F)cc1)N/N=C/c1ccc(F)cc1,-22,2,-9,-4.1,7,101,-3.7,32,11
CCN(CC(=O)Nc1ccc(NC(C)=O)cc1)CC(=O)Nc1ccc(Cl)c(Cl)c1,6,30,-2,0.0,-3,104,5.9*,36,-1
COc1ccccc1C1C(C#N)=C(N)Oc2cc(C)n(Cc3ccccn3)c(=O)c21 (stereo unspecified),-4,-9,-13,-2.1,2,105,0.7,-9,4
COc1ccc(OC(=O)CCc2c[nH]c3ccccc23)cc1,-6,-8,1,4.2,-9,92,-0.9,-4,0
CCN(CC)C(=O)CNC(=S)N(CCCN1CCOCC1)Cc1cccs1,13,-20,-2,-0.5,15,101,-0.8,-5,5
COc1ccc(CC(=O)Nc2cccc(-c3ccc4nncn4n3)c2)cc1OC,-16,-11,3,-0.3,-9,106,-2.3,-16,-2
CCOC(=O)CNC(=O)CNC(=O)c1nn(-c2ccc(OC)c(Cl)c2)c(=O)c2ccccc12,-29,6,-2,-2.3,-8,98,-2.1,-4,6
NC(=O)CN1CCN(c2nc(-c3ccc(F)cc3)cs2)CC1,-9,15,-12,-2.1,-4,100,-1.0,1,-3
O=S(=O)(c1ccccc1Cl)N1CCC(O)(c2cccnc2)CC1,-3,-11,-6,-0.7,0,91,-1.2,11,6
O=C1c2ccccc2-c2nnc(-c3ccc(F)cc3)cc21,6,6,-8,-0.1,-9,99,0.9,8,3
Oc1ccccc1Nc1nc(NCc2ccccc2)c2ccccc2n1,30,-12,2,-0.8,-69,114,-0.3,24,1
O=c1cc(-c2ccc(O)cc2)oc2ccc(O)cc12,1,12,16,-1.4,4,105,-2.1,32,-8
COc1ccc(C(=O)NC(C(=O)NCC(=O)Nc2c(C)cccc2C)C(C)C)cc1 (stereo unspecified),-12,-2,-2,-7.8,-6,105,-1.5,35,-3
COc1ccccc1NC(=O)Cc1cccs1,-2,18,-11,-4.0,5,105,-1.8,-14,2
Cc1noc(NS(=O)(=O)c2ccc(N/C=C/C(=O)c3ccc4c(c3)OCO4)cc2)c1C,-26,2,-4,-4.4,20,100,-3.3,48,3
O=C(NC(Cc1ccccc1)C(=O)O)/C(=C/c1ccccc1)NC(=O)c1ccccc1 (stereo unspecified),-25,5,2,-1.5,7,105,-3.2,-14,6
Cc1nc2ccc(NC(=O)c3cc(Cl)ccn3)cc2s1,-20,8,-15,0.2,-2,99,-4.1,19,-3
N/C(=N\OC(=O)/C=C/c1ccccc1Cl)c1ccncc1,-8,16,-8,-2.7,6,102,-2.5,-22,8
CCOC(=O)C1=NNC(C(=O)c2ccc(OC)cc2)C1c1ccccc1 (stereo unspecified),-21,-7,13,-0.1,2,113,-1.4,3,5
CCCN1CCN(CCCNC(=O)c2ccc3nc(N4CCCCC4)sc3c2)CC1,1,20,-12,-1.7,-24,104,-2.2,-11,3
Nc1nc(-c2cccnc2)nn1C(=O)COc1ccccc1,1,0,2,-3.8,0,94,-3.3,27,4
CCN(c1ccc(NC(=O)CSc2nnc3nc(C)cc(C)n23)cc1)C(C)C,-2,17,-8,-0.7,7,104,0.8,73*,0
CC(C)(C)n1nc2c(c1NC(=O)c1cccs1)CS(=O)C2 (stereo unspecified),1,2,-8,0.2,-1,106,-3.1,16,5
N#C/C(=C\c1cn[nH]c1-c1ccc(Cl)cc1)C(=O)NC1CC1,-6,7,-6,-1.6,-2,96,-0.9,9,5
Cc1ccc2cc(CN(CC3CCCO3)C(=O)c3cccs3)c(=O)[nH]c2c1 (stereo unspecified),-31,6,-10,-1.5,-4,100,0.4,36,-1
CC(Sc1nnc(Cc2cccs2)n1C1CCCCC1)C(=O)NCc1ccco1 (stereo unspecified),-35,17,-9,-6.5,11,100,-1.5,26,1
O=C(O)c1ccc(/C=C2/SC(=S)N(Cc3ccccc3)C2=O)cc1,-21,26,0,-0.4,-15,90,-0.8,/,1
CCOC(Cn1cc(C)c(=O)[nH]c1=O)OCC,-3,-3,0,-1.4,0,112,-0.7,-25,3
CCCC(OC(=O)CN1C(=O)COc2ccccc21)C(=O)NC1CCCC1 (stereo unspecified),-5,-10,16,-0.7,8,/,-1.1,-8,0
CC(=O)c1ccc(N2CCN(C(=O)c3ccc(OCc4c(C)noc4C)cc3)CC2)cc1,-14,11,5,0.2,-7,103,-0.6,17,-8
CCOc1ccc(NC(=S)Nc2cc(-c3ccccc3)[nH]n2)cc1,-11,-42,8,-2.0,8,87,-1.5,-23,0
COc1cc(S(=O)(=O)N(C)C)ccc1F,1,12,-11,-3.6,1,103,-1.9,4,8
COc1ccc(C2=NOC(C(=O)NCc3cccs3)C2)cc1OC (stereo unspecified),-6,-13,8,-0.8,1,98,-1.3,4,/
O=C(CS(=O)(=O)Cc1ccccc1)Nc1ncccn1,8,4,-2,0.1,-5,104,-0.2,6,-1
CSCCNC(=O)c1ccc(C(C)(C)C)cc1,3,2,-7,-1.2,-4,102,-2.9,47,9
O=[N+]([O-])c1ccccc1/C=C/C=N/N1CCCCC1,0,3,-3,-4.2,-2,102,-3.4,12,-4
CNC(=S)NNC(=O)COc1cccc(C)c1C,-5,-8,-6,-1.1,-3,101,-1.6,0,-2
O=C(O)CCC(=O)Nc1ccccc1C(=O)NC1CCCCC1,0,18,-12,-1.7,2,105,-1.1,-2,0
CCn1c(SCC(=O)NCCc2ccccc2)nc2c(c1=O)SC(C)C2 (stereo unspecified),-11,3,10,-3.7,-3,106,-1.9,-18,6
O=C(c1ccccc1)n1ccc(-c2cnc(-c3ccccc3)s2)n1,0,4,-1,-2.6,0,104,-1.6,0,2
COc1ccc(NC(=O)CSc2nccn2Cc2ccco2)c(OC)c1,-24,10,3,0.8,-2,97,-1.7,38,-2
Cc1ccccc1CC1(CO)CCCN(C(=O)c2cc(Cl)ccc2F)C1 (stereo unspecified),-34,-4,10,-2.0,-1,98,-3.0,-1,0
Cc1onc(-c2ccccc2Cl)c1C(=O)N1CCCCC1,-8,4,6,0.7,-2,96,-4.6,14,2
Cc1cccc(-c2noc(C(C)NC(=O)c3ccco3)n2)c1 (stereo unspecified),-18,-9,2,1.1,17,96,-0.8,18,3
COc1ccc(C(=O)NNC(=O)c2cc3cc(OC)ccc3oc2=O)cc1,-3,29,-12,-0.7,-1,88,-2.4,32,5
Cc1ccc(S(=O)(=O)NC(C)C(c2cccs2)N2CCOCC2)cc1 (stereo unspecified),-31,-7,-14,-2.8,6,104,-4.1,-11,3
CC(C)n1cc(/C(N)=N/O)c(=O)n(Cc2ccccc2)c1=O,-1,16,-5,-3.3,-4,97,-3.1,38,/
O=C(COC(=O)c1cc([N+](=O)[O-])ccc1N1CCOCC1)NCc1ccc(F)cc1,-4,6,9,0.8,-10,99,-0.4,23,8
CC(=O)c1cccc(NC(=O)c2cccc3ccccc23)c1,-15,0,8,-0.7,1,102,-3.1,27,5
NC(=O)C1CCCCc2c1[nH]c1ccc(Cl)cc21 (stereo unspecified),-3,-15,37,-1.8,-1,98,-1.6,32,2
COc1ccc2c(c1)c1ncn(CCN3CCCCC3)c(=O)c1n2C,19,2,-19,4.2,7,78,1.2,10,9
CCOC(=O)/N=C(/NC(=O)Nc1ccc(C(=O)OCC)cc1)OC,-5,-22,8,-1.4,5,109,-2.0,28,-5
O=C1CCCN1CC(=O)N1CCCC(Nc2cccc(F)c2)C1 (stereo unspecified),-8,0,-4,0.6,-1,97,-4.4,16,3
Cc1cc(N2CCC(C)CC2)n2ncc(-c3ccccc3)c2n1,0,8,-12,0.5,-3,101,-0.9,-8,-3
Cc1noc(C)c1C(=O)N1CCN(c2ccc(OCc3ccccc3)cc2)CC1,-12,-6,-5,-2.8,-8,96,-6.0,3,1
CC(C)Nc1nc(-c2ccncc2)nc(-c2ccc(Cl)cc2)c1C#N,-1,21,-5,-2.2,5,97,-5.0,41,/
CC1=NN(c2nc(-c3ccc(C)cc3)cs2)C(=O)C1N=Nc1ccc(C(N)=O)cc1 (stereo unspecified),-1,18,-9,-1.6,6,107,-2.4,24,1

Reformatted with values under each structure: part of the list above
Values run as follows: DNA FID counter	SUMO HTRF inh	p-CIP stab down	VIM-2 inh	NS3 helicase inh	MEKK3 PB1 HTS	IMP-1 inhibitor	PHOSPHO1 block	IDE cell activ
> CC(Sc1nnc(Cc2cccs2)n1C1CCCCC1)C(=O)NCc1ccco1 (stereo unspecified)
 : -35	17	-9	-6.5	11	100	-1.5	26	1
> O=C(O)c1ccc(/C=C2/SC(=S)N(Cc3ccccc3)C2=O)cc1
 : -21	26	0	-0.4	-15	90	-0.8	/	1

In the list so far, these have a thiophene ring, fused or not:
Compound,DNA FID counter,SUMO HTRF inh,p-CIP stab down,VIM-2 inh,NS3 helicase inh,MEKK3 PB1 HTS,IMP-1 inhibitor,PHOSPHO1 block,IDE cell activ
CCN(CC)C(=O)CNC(=S)N(CCCN1CCOCC1)Cc1cccs1,13,-20,-2,-0.5,15,101,-0.8,-5,5
COc1ccccc1NC(=O)Cc1cccs1,-2,18,-11,-4.0,5,105,-1.8,-14,2
CC(C)(C)n1nc2c(c1NC(=O)c1cccs1)CS(=O)C2 (stereo unspecified),1,2,-8,0.2,-1,106,-3.1,16,5
Cc1ccc2cc(CN(CC3CCCO3)C(=O)c3cccs3)c(=O)[nH]c2c1 (stereo unspecified),-31,6,-10,-1.5,-4,100,0.4,36,-1
CC(Sc1nnc(Cc2cccs2)n1C1CCCCC1)C(=O)NCc1ccco1 (stereo unspecified),-35,17,-9,-6.5,11,100,-1.5,26,1
COc1ccc(C2=NOC(C(=O)NCc3cccs3)C2)cc1OC (stereo unspecified),-6,-13,8,-0.8,1,98,-1.3,4,/
Cc1ccc(S(=O)(=O)NC(C)C(c2cccs2)N2CCOCC2)cc1 (stereo unspecified),-31,-7,-14,-2.8,6,104,-4.1,-11,3

This is a subset; rates above refer to the full screens.
